Tb PYK inh – inhibitors of Trypanosoma brucei pyruvate kinase; 0.12% of 410,000 active; TbPYK enzyme, Kinase-Glo Plus ATP luminescence, 45 min; Q57TT1; Potency, µM (top dose mostly 76.8 µM), for inactives: at the top dose activity, negative = inhibition, hits mostly inhibitors; AID 624173; active = well fitted inhibition curve with a large enough effect; note: nearly all actives have a fitted effect of over 50% in size
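Glycolytic pyruvate kinase of T. brucei was incubated with substrate, test compound and 130 uM ADP for 45 minutes at room temperature. Luminescent Kinase-Glo Plus signal was measured after 10 minutes.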
Starred values were filed as active, the others as inactive; [ ] = dose if it differs, or a comment. % is set by controls: 0 for no effect and ±100 for the full control effect; potency is the fitted concentration of half-maximal effect.

SMILES	Tb PYK inh
COc1ccc(S(=O)(=O)NCC(c2ccco2)N2CCN(c3ccc(F)cc3)CC2)cc1 (stereo not drawn)	0%
CC(=O)Nc1ccc(C(=O)N2CCOCC2c2cc(C(=O)NCc3ccccc3)no2)cc1 (stereo not drawn)	-6%
Cc1ccccc1Nc1cc(C(=O)NCc2cccs2)c2ccccc2n1	1%
N#CC1C(=O)NC(=O)C(C#N)C12CCCCC2 (stereo not drawn)	1%
COc1ccc(Cl)cc1Nc1nc(NCCO)nc(N2CCCCC2)n1	-8%
CCCCNC(=O)C1(C)CCCCN1C(=O)c1oc2ccccc2c1C (stereo not drawn)	4%
CC(=O)C[C@H]1c2cc(C(F)(F)F)ccc2S(=O)(=O)N1c1ccccc1	1%
COc1ccc(CCNC(=O)c2cc(-c3ccc(C)cc3)nc3n[nH]c(-c4ccccc4)c23)cc1OC	19%
Cc1ccc(-c2cc(C(=O)O)n(Cc3ccccc3)n2)cc1	1%
COC(=O)[C@@]1(Cc2ccc(OC)cc2)[C@H]2c3cc(C(=O)N4CCCC4)n(Cc4ccccn4)c3C[C@H]2CN1C(=O)c1ccccc1	0%
COc1ccc(NC(=O)CSc2nnc(-c3nnn(-c4ccc(F)cc4)c3C)o2)cc1	-6%
COc1ccc(N=C2C=CC(=O)O2)cc1	-18%
CC(=O)c1ccc(N2CCN(c3ncnc4onc(-c5ccc(Cl)cc5)c34)CC2)cc1	0%
CCc1ccc(NC(=O)CN2C(=O)C3(SCC(=O)N3c3ccccc3)c3ccccc32)cc1 (stereo not drawn)	0%
COc1cc2c(cc1OC)C(COc1ccc3c(C)cc(=O)oc3c1)N(C(=O)c1ccc(C)c(C)c1)CC2 (stereo not drawn)	1%
CCC1([N+](=O)[O-])COP(N)(=O)OC1 (stereo not drawn)	0%
COC(=O)c1ccc(CNC(=O)/C=C/[C@H]2O[C@@H](n3cc(C)c(=O)[nH]c3=O)C[C@@H]2O)cc1	-9%
Cc1cccc2sc(N3CCN(C(=O)c4ccco4)CC3)nc12	-9%
CCN1C[C@]2(CO)CC[C@H](OC)[C@@]34C5C[C@H]6[C@H](OC)C5[C@](O)(C[C@H]6OC)[C@@](O)(C(OC)C23)[C@@H]14 (stereo partly drawn)	3%
CC(=O)NCCNC(=O)c1ccc2c(=O)n(CCc3ccccc3)c(=O)[nH]c2c1	1%
CCOc1cc(-c2nc(-c3ccc(-c4ccc(OC)cc4)nc3OC)no2)cc(OCC)c1OCC	-7%
CCOc1ccc(C2CC(=O)c3c([nH]c(C(=O)OCc4ccccc4)c3C)C2)cc1 (stereo not drawn)	-4%
Cc1ccc(Cl)cc1N1CCN(S(=O)(=O)c2ccc3c(c2)CCN3C(=O)C2CCC2)CC1	-2%
CC(C)(C)C(=O)OCOC(=O)C1N2C(=O)CC2S(=O)(=O)C1(C)C (stereo not drawn)	2%
CCCCC[C@H](O)/C=C/C1C(=O)C=C[C@H]1C/C=C\CCCC(=O)OC (stereo partly drawn)	-1%
More results follow:
SMILES	Tb PYK inh
Cc1c(-c2ccccc2)n(-c2ccc(Cl)cc2)c2nc3c(c(=O)n(C)c(=O)n3C)n12	4%
O=C(OCc1ccccc1)N1CCC2CC1c1cc(/C=C/CCCSc3ncccn3)ccc12 (stereo not drawn)	-3%
Cc1c(C(=O)NCc2ccc([N+](=O)[O-])cc2)sc(=O)n1Cc1ccc(-c2ccccc2)cc1	-14%
COc1ccc(Cl)cc1N=Cc1c(O)cc(C)oc1=O	-9%
Cc1cc(C)cc(C(=O)NCC(c2ccc(N(C)C)cc2)N2CCCC2)c1 (stereo not drawn)	-2%
CCCCCCc1c(C)c2c(cc(C)c3c(C)coc32)oc1=O	0%
O=C1c2cccc3cccc(c23)C(c2nc3ccccc3[nH]2)N1C1CC1 (stereo not drawn)	4%
CC12CCC(/C(=C/NNc3ccc([N+](=O)[O-])cc3[N+](=O)[O-])C1=O)C2(C)C (stereo not drawn)	0%
CN1CCN(C2CN(Cc3cn(Cc4ccc(F)cc4)nn3)S(=O)(=O)C2)CC1 (stereo not drawn)	2%
COc1ccc(N2CCN(C(=O)CSCc3ccc(C)cc3)CC2)cc1	-5%
O=[N+]([O-])c1cc(-c2csc(NCCc3nc4cc(C(F)(F)F)ccc4n3CCCO)n2)ccc1Cl	0%
COc1ccc(O)c(CN2CC3CCC(CC3)C2)c1	2%
COc1ccc(-c2cc(C(F)(F)F)nc(SCC(=O)NC(C)c3ccccc3)n2)cc1 (stereo not drawn)	-5%
Cc1ccc(S(=O)(=O)N2CCc3cc(C(=O)Nc4c(F)cccc4F)ccc32)cc1	-2%
O=[N+]([O-])c1ccc2[nH]c(=S)sc2c1	-29%
Cc1cccc(C(=O)Nc2ccc(N3CC=C(c4ccccc4C)CC3)c(C(=O)O)c2)c1	1%
COCCn1c(C)cc(O)c(C(c2ccccc2)N2CCN(CCO)CC2)c1=O (stereo not drawn)	-8%
O=C(CCc1ccco1)CCc1ccco1	-1%
CCCNC(=O)c1cc(C2CCCCN2S(=O)(=O)Cc2cccc(C(F)(F)F)c2)on1 (stereo not drawn)	4%
COc1ccc(N2C[C@H](CSC)[C@@H](CC(=O)Nc3ccccc3)C2=O)cc1	1%
CCCCN(C(=O)C1CCC(CNS(=O)(=O)c2cccc3nsnc23)CC1)c1ccccc1 (stereo not drawn)	3%
O=C(NCCc1ccccc1)c1cc(-c2ccc(Cl)cc2)on1	1%
O=S(=O)(CC=CCS(=O)(=O)c1ccccc1)c1ccccc1	1%
CN1C2CCC1CC(OC(=O)c1cccc(O)c1)C2 (stereo not drawn)	3%
COc1ccc2cc3cc(C(=O)N4CCN(c5cccc(Cl)c5)CC4)sc3nc2c1	-1%

Molecules listed so far with an aryl thioether with sulfur outside any ring (three):
SMILES	Tb PYK inh
COc1ccc(NC(=O)CSc2nnc(-c3nnn(-c4ccc(F)cc4)c3C)o2)cc1	-6%
O=C(OCc1ccccc1)N1CCC2CC1c1cc(/C=C/CCCSc3ncccn3)ccc12 (stereo not drawn)	-3%
COc1ccc(-c2cc(C(F)(F)F)nc(SCC(=O)NC(C)c3ccccc3)n2)cc1 (stereo not drawn)	-5%

New compounds follow.
SMILES	Tb PYK inh
COC(=O)NCc1c(C)nn(-c2ccccc2)c1-n1cccc1	-6%
O=C(NCCC1=CCCCC1)c1ccc2c(c1)N(Cc1ccccc1)C(=O)c1ccccc1S2=O (stereo not drawn)	-3%
COc1ccccc1NC(=O)/C(C#N)=C/c1cccn1C	2%
COc1ccc(NC(=O)CN2CCN(S(=O)(=O)c3ccc(Br)cc3)CC2)cc1	2%
Cc1oc2c(c1C(=O)NCc1ccccc1F)C1=NCCN1C=N2	-3%
CC1=C(C(=O)NCc2ccc(Cl)cc2)C2(CCCCCC2)OC1=O	-3%[15.4 µM]
CC(=O)c1cc2c(cc1NC(=O)c1ccc(-n3nc(C)cc3C)cc1)OCO2	14%
CC1=CC2(C)NC(=O)C(C)C12 (stereo not drawn)	-3%
COc1ccc(S(=O)(=O)NC(=O)C2(C)CCN2C(=O)COc2ccc(Cl)cc2)cc1 (stereo not drawn)	0%
CCOc1cc(C(=O)NCCc2csc3nc(-c4ccccc4F)nn23)cc(OCC)c1OCC	-9%
Cc1ccc2nc(-c3ccco3)c(Nc3ccc4c(c3)OCCO4)n2c1	-7%
CCC(CC)C(=O)Nc1ccc2nc(SCC(=O)N3c4ccccc4CC3C)sc2c1 (stereo not drawn)	-2%
Fc1cccc(-n2ncc3c2ncn2nc(COc4ccc(Cl)cc4)nc32)c1	0%
Cc1ccccc1-c1nnc(SCC(=O)N(C)c2ccccc2)o1	-3%
COc1ccc(Nc2cc(C(=O)NCCCN(C)Cc3ccccc3)c3ccccc3n2)cc1OC	-1%
CC(C)C(Cl)=NOC(=O)Nc1ccc(F)cc1	-9%
O=C(O)C1C2OC(C(Br)C2Br)C1C(=O)O (stereo not drawn)	-2%
COc1ccc(CNC(=O)c2cc(-c3ccc(Cl)cc3)n[nH]2)cc1	-2%
Cc1cc(C)c2oc(-c3cccc(NC(=O)c4ccco4)c3)nc2c1	-17%
CC(C)N(C)c1ncnc2c1ncn2[C@H]1CN(Cc2cccs2)C[C@@H](CO)O1	-1%
COC(=O)c1ccc(NC(=O)CSc2nnc3c4ccccc4n(C(C)C)c3n2)cc1	2%
COC(=O)c1cc2oc3ccccc3c2n1CC(=O)Nc1cccc(SC)c1	-9%
COc1ccc(NC(=O)CSc2oc(-c3cccs3)nc2S(=O)(=O)c2ccc(C)cc2)c(OC)c1	3%
Cc1cccc(C)c1-n1nnnc1C(c1ccnc2ccccc12)N1CCN(C/C=C/c2ccccc2)CC1 (stereo not drawn)	-5%
Cc1ccc(-c2c3c(=O)n(C)c(=O)n(C)c3cn2-c2cc(C)ccc2O)cc1	2%

Grouped by structure: the compounds so far with a nitro group on carbon (five)
SMILES	Tb PYK inh
CCC1([N+](=O)[O-])COP(N)(=O)OC1 (stereo not drawn)	0%
Cc1c(C(=O)NCc2ccc([N+](=O)[O-])cc2)sc(=O)n1Cc1ccc(-c2ccccc2)cc1	-14%
CC12CCC(/C(=C/NNc3ccc([N+](=O)[O-])cc3[N+](=O)[O-])C1=O)C2(C)C (stereo not drawn)	0%
O=[N+]([O-])c1cc(-c2csc(NCCc3nc4cc(C(F)(F)F)ccc4n3CCCO)n2)ccc1Cl	0%
O=[N+]([O-])c1ccc2[nH]c(=S)sc2c1	-29%

Next records
SMILES	Tb PYK inh
Cc1ccc(N(CC(C)C)S(=O)(=O)c2nnc(NC(=O)c3cccs3)s2)cc1	-4%
Cc1cc(C)n(CCNC(=O)[C@H]2O[C@@H](n3ccc(N)nc3=O)[C@H](O)[C@@H]2O)n1	3%
Cc1cc(C)c(NC(=O)Cn2c(=O)n(CCc3ccccc3)c(=O)c3ccccc32)c(C)c1	1%
O=C(CN1C(=O)COc2ccc(S(=O)(=O)NC3CCCC3)cc21)Nc1ccc(Cl)cc1	-3%
CNC(=O)C(=O)NCC(c1ccc2c(c1)OCO2)N1CCOCC1 (stereo not drawn)	10%
CCOc1ccc(-n2c(=O)c3c(C)c(C)sc3n(Cc3ccccc3C)c2=O)cc1	3%
CC1CCn2c(nc3cc(C(=O)NCCc4ccc(Cl)cc4)ccc32)C1 (stereo not drawn)	2%
CC(=O)Nc1ccc(NC(=O)CSc2cn(CC(=O)N(C(C)C)C(C)C)c3ccccc23)cc1	0%
CC(=O)c1cccc(NC(=O)C2CCN(S(=O)(=O)c3ccc4c(c3)oc(=O)n4C)CC2)c1	-9%
CC(Cc1ccccc1)NCCn1cnc2c1c(=O)n(C)c(=O)n2C (stereo not drawn)	-10%[157 µM]
O=S(=O)(NCCc1csc2nc(-c3ccc(F)cc3)nn12)c1ccc(Oc2ccccc2)cc1	-1%
CC(=O)NCCNc1nc(NCc2cccs2)nc2ccsc12	1%
CCc1ccccc1Nc1sc(C(=O)c2cccc(OC)c2)c(N)c1S(=O)(=O)c1ccccc1	1%
Cc1ccc(C2Nc3cc(C)c(C)cc3-n3c(-c4ccccc4)c4c(=O)n(C)c(=O)n(C)c4c32)o1 (stereo not drawn)	5%
CC(=O)c1cccc(NC(=O)Cn2c(SCC(=O)Nc3ccc(F)cc3)nc3ccccc32)c1	1%
CSc1ccccc1CNc1nc(NCC2CC2)nc2ccsc12	-6%
COc1cccc(NC(=O)N(C)C[C@@H]2OCc3cnnn3CCCC(=O)N([C@@H](C)CO)C[C@H]2C)c1	2%
Cc1ccc(NC(=O)C(Cc2ccccc2)NS(=O)(=O)c2ccc3c(c2)oc(=O)n3C)cc1F (stereo not drawn)	-2%
CCOC(=O)c1cc(S(=O)(=O)N2CCN(c3cccc(OC)c3)CC2)[nH]n1	-6%
COc1ccc(N2CCN(C(=O)c3ccc(CS(=O)c4cccc(Cl)c4)o3)CC2)cc1 (stereo not drawn)	-15%
COC(=O)c1ccc(NC(=O)c2cc(S(=O)(=O)N3CCC(C)CC3)cn2C)cc1	10%
CCn1ccc2c(OCC(=O)NCc3ccccc3)cccc2c1=O	-7%
CC1(C)C(=O)N(CC(=O)Nc2ccc(OC(F)(F)F)cc2)c2ccccc21	-14%
CC1CCC(NC(=O)c2ccc3c(c2)N(Cc2ccccc2)C(=O)c2ccccc2S3(=O)=O)CC1 (stereo not drawn)	4%
CCOc1ccc(CNC(=O)c2ccc3c(c2)sc2nc(-c4ccc(OC)cc4)cn23)cc1	-9%

A run of entries from the list above:
SMILES	Tb PYK inh
CCn1ccc2c(OCC(=O)NCc3ccccc3)cccc2c1=O	-7%
CC1(C)C(=O)N(CC(=O)Nc2ccc(OC(F)(F)F)cc2)c2ccccc21	-14%
CC1CCC(NC(=O)c2ccc3c(c2)N(Cc2ccccc2)C(=O)c2ccccc2S3(=O)=O)CC1 (stereo not drawn)	4%

(listing goes on)
SMILES	Tb PYK inh
CC(=O)Nc1ccc2nc(N)sc2c1	8%
OC(c1cccc(F)c1)c1ncc(-c2ccc(Oc3ccccc3)cc2)[nH]1 (stereo not drawn)	-2%
O=C1c2ccccc2C(=O)N1CCCCNc1ccccc1	-5%
Cc1ccc(C(=O)N2[C@@H]3CN(C)C(=O)[C@@]2(C)[C@H]2C(=O)N(Cc4ccccc4)C(=O)[C@@H]32)cc1	-2%
Cc1cc(OCC(=O)Nc2nnc(C3CC3)s2)ccc1Cl	-10%
COC(=O)CN1C(=O)CSc2ccc(S(=O)(=O)Nc3ccc(C(C)=O)cc3)cc21	-3%
CC(=O)c1cccc(NC(=O)CN2C(=O)CN(C)C(=O)c3ccccc32)c1	3%
CCCc1cc(=O)[nH]c2nnc(SCC)n12	-27%
CCc1ccc(NC(=O)Cn2c(=O)n(CCCC(=O)NCc3ccccc3Cl)c(=O)c3ccccc32)cc1	-5%
CCC1CCCCN1Cc1c(O)ccc2c(=O)c(-c3ccccc3OC)coc12 (stereo not drawn)	2%

Some of the compounds tested. The share of hits here may be higher or lower than overall.
